Source: PubChem (several laboratories)
NR5A2 inv ag: inverse agonists of human LRH-1 (NR5A2); O00482; HEK293T StAR-luciferase reporter, LRH-1 transfected, 24 h; inhibition, % at 3.6 µM; hit rate 0.13% among 360,000;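 active = inhibition above the mean inhibition of all tested compounds plus 3 SD, cut at about 73% in these data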;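 note: 0% = DMSO wells and 100% = reporter-only cells lacking LRH-1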
NR2F2 inh: blocks human COUP-TFII nuclear receptor; AID 686940; inhibition, % at 8.6 µM; hit rate 0.7% among 370,000; HEK293T NGFI-A luciferase reporter, luminescence;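 active = inhibition above a per-plate cutoff, mean inhibition of test wells between control levels plus 3 SD, cut at about 38% in these data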;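 note: cells cotransfected with COUP-TFII expression vector driving the NGFI-A reporter; 0% = median of COUP-TF2 test wells and 100% = reporter-only cells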
NCOA1 inh: inhibitors of human steroid receptor coactivator 1 (SRC1). inhibition, % at 3.6 µM. AID 588354. hit rate 0.12% among 360,000. Q15788. HEK293 GAL4-SRC1 luciferase reporter, luminescence;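 active = inhibition above the campaign mean plus 3 SD, with each screening campaign given its own cutoff, cut at about 60% in these data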;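 note: 0% = DMSO treated cells and 100% = gossypol at 36 µM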
Target sequence (Q15788 whole entry, looked up, the tested form may be a part): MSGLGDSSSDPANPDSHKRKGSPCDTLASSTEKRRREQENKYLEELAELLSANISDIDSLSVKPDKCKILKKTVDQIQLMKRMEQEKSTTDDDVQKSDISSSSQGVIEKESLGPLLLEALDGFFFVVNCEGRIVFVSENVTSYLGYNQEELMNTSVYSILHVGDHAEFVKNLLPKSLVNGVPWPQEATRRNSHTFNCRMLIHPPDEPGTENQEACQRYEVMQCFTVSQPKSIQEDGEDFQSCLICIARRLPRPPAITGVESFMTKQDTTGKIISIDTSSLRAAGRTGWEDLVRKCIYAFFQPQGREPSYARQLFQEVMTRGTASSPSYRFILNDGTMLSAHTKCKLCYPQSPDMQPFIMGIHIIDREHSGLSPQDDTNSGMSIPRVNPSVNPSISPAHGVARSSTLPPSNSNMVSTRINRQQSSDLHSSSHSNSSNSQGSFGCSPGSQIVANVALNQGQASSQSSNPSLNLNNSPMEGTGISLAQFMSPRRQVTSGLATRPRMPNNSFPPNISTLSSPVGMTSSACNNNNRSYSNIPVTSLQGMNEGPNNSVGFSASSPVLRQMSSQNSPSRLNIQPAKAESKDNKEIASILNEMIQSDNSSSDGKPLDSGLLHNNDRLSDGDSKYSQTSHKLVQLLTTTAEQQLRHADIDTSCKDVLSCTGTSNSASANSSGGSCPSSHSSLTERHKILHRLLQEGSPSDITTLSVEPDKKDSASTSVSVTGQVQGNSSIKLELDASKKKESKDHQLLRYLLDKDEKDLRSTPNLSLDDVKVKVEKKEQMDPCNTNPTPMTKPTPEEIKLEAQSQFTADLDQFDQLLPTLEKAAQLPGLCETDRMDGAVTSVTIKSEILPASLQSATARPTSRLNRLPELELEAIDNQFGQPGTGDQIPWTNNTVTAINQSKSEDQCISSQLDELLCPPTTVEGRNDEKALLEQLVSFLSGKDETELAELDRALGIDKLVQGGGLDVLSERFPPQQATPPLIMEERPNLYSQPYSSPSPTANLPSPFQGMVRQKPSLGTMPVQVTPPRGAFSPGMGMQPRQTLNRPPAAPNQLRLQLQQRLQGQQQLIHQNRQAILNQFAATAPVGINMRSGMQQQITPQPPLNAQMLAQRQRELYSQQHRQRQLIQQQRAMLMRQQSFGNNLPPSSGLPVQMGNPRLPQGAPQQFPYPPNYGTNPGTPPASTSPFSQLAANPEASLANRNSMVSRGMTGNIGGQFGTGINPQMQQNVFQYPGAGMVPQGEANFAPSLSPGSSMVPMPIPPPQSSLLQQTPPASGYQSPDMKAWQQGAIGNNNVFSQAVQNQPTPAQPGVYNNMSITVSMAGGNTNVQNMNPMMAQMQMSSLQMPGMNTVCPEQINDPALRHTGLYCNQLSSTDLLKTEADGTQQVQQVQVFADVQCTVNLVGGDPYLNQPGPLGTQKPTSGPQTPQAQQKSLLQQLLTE
TWEAK-Fn14 inh: TWEAK-Fn14 signaling inhibition; AID 1159606; TWEAK-stimulated Fn14 reporter cells, luciferase luminescence, 8 h; hit rate 2% among 360,000; inhibition, % at 10 µM; in the data active = inhibition above about 50%
TROY signal inh: blocks TROY-dependent signaling in reporter cells. Q293 LMP1-TROYcd NF-kB luciferase reporter, 4 h. inhibition, % at 10 µM. hit rate 0.98% among 360,000;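 active = compounds whose plate-normalised and pattern-corrected inhibition of the luciferase reporter signal at the single screening dose is 50% or more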
LMP1 NFkB inh: inhibitors of Epstein-Barr LMP1-induced NF-kappaB reporter. LMP1-induced NF-kappaB luciferase reporter cells, luminescence. inhibition, % at 12.5 µM. hit rate 0.69% among 350,000; in the data active = inhibition above about 41%;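 note: 0% = neutral control wells and 100% = reference inhibitor control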
C8 TRAIL sens: caspase-8 TRAIL sensitization; inhibition (viability loss, TRAIL sensitization), % at 10 µM; NB7+C8 cells + TRAIL, ATPlite viability luminescence; AID 624354; hit rate 1% among 360,000;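 active = compounds causing at least 50% loss of cell viability in the single-dose screen, relative to plate controls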
Shn3 inh set2: reduces Shn3 3'UTR luciferase signal in osteoblasts; inhibition, % at 12.5 µM; hit rate 0.52% among 360,000; Clone20 osteoblast Shn3 3'UTR firefly luciferase, 24 h;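 active = mean inhibition of at least 75% with every replicate also reaching 75%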;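 note: 0% = median of neutral control wells and 100% = pilot-screen positive control compound; some compounds past the cut are filed as inactive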
KKLEB tox: CF airway cell cytotoxicity counter-screen. KKLEB CF airway cells viability, ATPlite luminescence, overnight; stronger effect = lower value; cells stimulated with P. aeruginosa culture filtrate. activity change (cytotoxicity), % at 5 µM. hit rate 0.36% among 360,000. AID 602141;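 active = corrected activity change at or below -50% at 5 µM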
CF NFkB inh: blocks PAF-induced NF-kB reporter in cystic fibrosis cells; KKLEB NF-kB-GFP reporter, GFP fluorescence overnight; hit rate 0.86% among 360,000; inhibition, % at 5 µM;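 active = at least 50% inhibition at 5 µM, scaled per plate between neutral and stimulator controls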;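 note: PAF is a Pseudomonas aeruginosa culture filtrate used as stimulus; plate controls were PAF-stimulated DMSO wells for no effect and unstimulated DMSO wells for full effect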
NCOA3 inh: human NCOA3 inhibition; hit rate 0.17% among 360,000; inhibition, % at 3.6 µM; AID 588352; HEK293 GAL4-SRC3 luciferase reporter, luminescence; Q9Y6Q9;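 active = inhibition above a per-campaign cutoff, the mean of all compounds plus 3 SD, cut at about 60% in these data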;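 note: 0% = DMSO-treated cells and 100% = gossypol-treated cells at 36 µM; higher means less SRC3-driven luciferase light from the GAL4 reporter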
Starred values were filed as active, the others as inactive; / = not tested or not shown. Some of the compounds tested (hit frequency here may not be typical).

Each structure is followed by: TROY signal inh | Shn3 inh set2 | NR2F2 inh | LMP1 NFkB inh | CF NFkB inh | TWEAK-Fn14 inh | NCOA1 inh | C8 TRAIL sens | NCOA3 inh | NR5A2 inv ag | KKLEB tox
[1] O=S(=O)(/N=C(/Nc1ccccc1)c1ccccc1O)c1ccccc1
    32.6 | -20.5 | 11.6 | 0.5 | 20.4 | 3.3 | -6.3 | -5.7 | 18.3 | -27.0 | -11.2
[2] COc1ccc(C(=O)c2ccc([N+](=O)[O-])cc2Cl)cc1
    -38.2 | -1.9 | 13.4 | -1.4 | 2.0 | 0.2 | -41.8 | -9.9 | 4.2 | 17.8 | -6.2
[3] CC1(C)Cc2cccc(OCC(N)=O)c2O1
    3.5 | 0.4 | -3.9 | 0.0 | 3.2 | 17.7 | 4.2 | -8.8 | 9.9 | 19.6 | 4.5
[4] CC1(C(=O)Nc2cccc3cccnc23)CCN1Cc1ccc(-c2ccccc2)o1 (stereo unspecified)
    -16.1 | 11.5 | 17.8 | / | -24.5 | 8.6 | -11.0 | 10.0 | 1.6 | 2.1 | 22.7
[5] COc1ccc(NC(=O)CN(C)C(=O)c2cc(-c3cccs3)nn2-c2ccccc2)cc1
    -0.4 | -3.9 | -6.5 | -9.8 | 2.5 | 13.2 | -11.0 | 8.9 | 10.3 | 5.1 | -2.8
[6] CCOC(=O)CNC(=O)c1c(C)nn(-c2ccccc2)c1Cl
    -16.9 | -3.7 | -5.2 | -12.6 | -15.5 | -7.4 | -33.7 | -13.2 | -3.2 | 16.1 | 0.8
[7] Cc1ccc2cc(C3CC(c4cccs4)=NN3S(C)(=O)=O)c(Cl)nc2c1 (stereo unspecified)
    3.0 | -9.3 | 0.6 | -2.1 | -6.7 | -13.2 | -20.2 | 4.5 | 15.8 | -22.5 | -1.8
[8] O=S(=O)(c1ccc(F)c(F)c1)N1CCN(S(=O)(=O)c2cccs2)CC1
    13.0 | -5.1 | -14.2 | 7.4 | -14.1 | 5.2 | -6.8 | -18.1 | 3.6 | 13.8 | 2.4
[9] CCCS(=O)(=O)NC(=O)C1(C)CCCN(C(=O)c2nc(C)oc2C)C1 (stereo unspecified)
    -2.4 | -6.3 | / | / | -15.9 | -8.8 | -17.2 | -1.0 | 1.1 | 16.1 | 13.1
[10] COc1ccc(NC(=S)N(CCC(C)C)C(C)c2ccncc2)cc1 (stereo unspecified)
    -6.8 | -1.0 | 1.9 | 3.6 | -12.1 | -2.2 | 0.7 | 1.9 | 10.2 | -17.2 | 7.4
[11] O=C(Nc1nnc(-c2ccncc2)o1)C1CCCCC1
    -5.0 | -5.4 | -3.5 | -2.8 | -1.3 | -7.5 | -6.5 | -16.0 | 3.7 | 17.8 | 3.8
[12] CCOC(=O)C1CCN(C(=O)COC(=O)c2ccc([N+](=O)[O-])o2)CC1
    0.7 | -3.1 | 6.2 | 27.3 | 16.5 | 10.1 | 5.7 | -8.3 | -10.4 | 11.0 | -10.7
[13] N#Cc1cnn(-c2ccccc2)c1NC(=O)CN1CCOCC1
    10.1 | -7.9 | 14.9 | / | -4.6 | -7.4 | 6.6 | -1.5 | 20.3 | 0.9 | -3.6
[14] O=C1C(Cl)=C(N2CCCC2)C(=O)N1c1ccccc1F
    7.7 | 6.6 | 2.6 | 0.5 | 13.8 | -4.3 | -1.1 | -6.1 | 3.0 | 10.9 | 1.3
[15] N#CC1=C(S)N(c2ccccc2)C2(CCCCC2)NC1=O
    -2.3 | 11.1 | 8.5 | 5.7 | -13.3 | 2.3 | 2.3 | -2.5 | 8.1 | 7.8 | -13.8
[16] CC(=O)c1ccc(S(=O)(=O)NCCC(=O)OCC(=O)N(Cc2ccccc2)C(C)(C)C)cc1
    5.3 | 11.0 | 9.6 | 4.2 | 14.9 | 18.6 | -4.0 | 4.9 | 7.0 | 16.6 | -2.8
[17] CN1CCN(NC(=O)c2cc(-c3ccc(Br)s3)nc3ccccc23)CC1
    -51.9 | -22.2 | -6.5 | -6.6 | -13.5 | -4.4 | -12.7 | 15.6 | -4.0 | 13.5 | -2.6
[18] O=C(c1ccc(-c2ccccc2Cl)o1)N1CCCCCCC1
    -13.0 | -111.7 | -12.2 | -51.1 | 28.3 | -5.5 | -82.6 | 20.0 | -62.4 | -98.2 | -22.6
[19] CN1C(=O)Cc2cc(S(=O)(=O)Nc3ccc(N4CCOCC4)cc3)ccc21
    -18.7 | -5.1 | 25.9 | -8.7 | 1.4 | 33.7 | -5.3 | -1.2 | -7.3 | 9.8 | 4.1
[20] Cc1cc(NC(=O)CSc2ccccn2)cc(NC(=O)CSc2ccccn2)c1
    -7.0 | 13.9 | -11.8 | -0.1 | 11.1 | -12.2 | -2.3 | -12.3 | -14.8 | 12.3 | 0.3
[21] Cc1cc(Br)ccc1SCC(=O)OCC(O)=C(C#N)c1nc2ccccc2[nH]1
    2.4 | -13.3 | 0.6 | -6.9 | -8.2 | -19.3 | -4.4 | 18.0 | -14.1 | 4.2 | -14.0
[22] CCC[C@@H](CN1CCC[C@H]1CN1C(N)=NC[C@@H]1Cc1ccccc1)N1C[C@@H](Cc2ccccc2)N(CCc2ccc(Cl)c(Cl)c2)C1=N
    7.8 | -14.0 | -11.9 | 3.6 | 1.7 | -6.8 | -16.7 | -8.0 | 19.1 | 4.3 | 7.1
[23] CN[C@H]1C[C@H]2c3[nH]c4ccccc4c3CCN2C(=O)[C@H]1[C@H](C)O
    -11.3 | -2.4 | -17.1 | -9.6 | -2.8 | 1.9 | -1.7 | 5.0 | -17.2 | 10.4 | -4.7
[24] CC[C@]12c3[nH]c4ccc(Cl)cc4c3CCN1C(=O)[C@@H](CC(=O)NCCCn1ccnc1)C[C@@H]2C(=O)N1CCN(C(=O)c2ccco2)CC1
    -5.5 | 7.1 | 12.9 | -4.8 | -7.3 | 16.6 | -9.4 | -18.5 | -5.5 | -5.1 | -8.1
[25] Cc1c(Cl)cccc1N1C(=O)CC(NNC(=O)c2ccc3c(c2)OCO3)C1=O (stereo unspecified)
    -11.6 | 0.6 | 6.5 | 1.3 | -18.0 | -10.5 | -12.2 | 10.1 | -7.9 | -4.2 | -1.7
[26] CC(=O)c1ccc(NC(=O)CSc2nc(C)cc(C)c2C(N)=O)cc1
    -13.0 | 6.2 | 9.7 | -2.7 | -4.1 | -3.3 | -12.6 | 6.3 | -4.5 | -8.5 | -7.8
[27] CCC(C)C(NC(=O)c1ccccc1NC(=O)c1ccc(OC)cc1)C(=O)NCc1ccco1 (stereo unspecified)
    5.0 | 17.4 | -8.9 | 1.3 | 2.3 | 10.4 | 7.9 | -11.1 | -2.6 | -0.5 | -1.0
[28] Cc1ccc(C(=O)O/N=C/C2=C(Cl)c3ccccc3CC2)cc1
    6.9 | -2.8 | 1.5 | 6.9 | 21.8 | -2.4 | -7.1 | 15.3 | -9.1 | 1.5 | -3.1
[29] CCCN(CCC)CCNC(=O)c1cc2c(=O)n(CC)c3ccccc3c2s1
    -9.3 | 7.7 | -16.2 | -55.7 | 4.7 | -26.6 | -13.1 | -6.8 | 8.1 | -3.3 | -15.7
[30] Cn1ccnc1SC(C(=O)O)c1ccccc1 (stereo unspecified)
    -10.0 | -14.5 | -14.9 | 9.1 | 0.4 | -11.7 | -3.8 | -22.4 | -0.8 | -15.2 | 1.3
[31] CC(=NO)C1CCC2C3CCC4CC(=NO)CCC4(C)C3C(C)(O)CC12C (stereo unspecified)
    12.0 | 10.6 | -5.4 | 9.8 | 47.6 | 18.1 | 14.1 | 20.3 | 10.2 | 2.0 | 15.3
[32] CCOC(=O)c1ccc2c(c1)n(CC)c(/C=C/Nc1ccccc1)[n+]2CC
    -45.9 | -34.3 | -3.4 | 0.9 | 14.0 | -5.0 | 14.0 | 20.1 | 20.7 | -13.9 | -3.6
[33] CC1(C)CC(=O)C2=C(C1)Oc1ncn(CCCn3ccnc3)c(=N)c1C2c1ccccc1 (stereo unspecified)
    11.3 | -13.7 | -16.2 | -20.2 | -0.4 | 3.4 | -9.9 | -0.6 | 16.4 | -9.4 | 7.0
[34] Fc1ccccc1CSCc1nc2ccccc2[nH]1
    -45.0 | -120.9 | -44.4 | -27.5 | -9.7 | -19.3 | -91.4 | 13.8 | -74.0 | -105.5 | -5.2
[35] CCc1c(C)nc2cc(-c3cccs3)[nH]n2c1=O
    -60.6 | -64.4 | -14.8 | -11.7 | 8.8 | -29.4 | -38.6 | -1.0 | -35.5 | -53.6 | -24.1
[36] Cc1ccc(C)c(NC(=O)CN(C)C(=O)c2cccc(S(=O)(=O)N3CCCC3)c2)c1
    13.9 | 16.4 | 8.2 | -5.4 | 1.5 | -12.8 | 10.4 | 12.9 | 23.4 | 12.6 | 4.1
[37] CN(C)S(=O)(=O)N1CCN(S(=O)(=O)c2ccc(F)cc2)CC1
    -16.4 | 3.2 | 13.0 | -3.4 | 0.6 | 10.1 | -3.3 | -2.8 | 16.4 | 5.0 | -3.0
[38] CC(Sc1nc2ccc(C(=O)c3ccccc3)cc2[nH]1)C(=O)O (stereo unspecified)
    8.0 | 3.2 | 12.8 | -2.2 | 1.5 | -7.0 | -1.2 | 5.7 | -6.5 | -1.8 | -9.7
[39] O=C1C2C3c4ccccc4C(c4ccccc43)C2c2nc3ccccc3n21 (stereo unspecified)
    / | 10.0 | 25.2 | 30.8 | -12.5 | 51.5* | 11.4 | 13.2 | 20.7 | 33.3 | 12.4
[40] O=C(N/C(=C/c1ccc(Br)cc1)C(=O)N1CCCC1)c1cccs1
    -3.4 | -7.0 | 9.0 | 3.1 | -12.2 | -8.7 | -7.9 | -1.4 | 5.6 | -2.3 | -4.9
[41] Nc1ccc(C(=O)OCc2nc3cc4ccccc4cc3[nH]2)cc1
    -21.4 | -5.7 | -71.6 | 8.1 | -4.3 | -29.1 | -12.9 | 20.0 | -74.6 | -40.0 | 5.6
[42] c1ccc(OCCN2C3=NCCN3c3ccccc32)cc1
    / | 0.3 | 2.2 | -0.6 | 1.5 | 32.9 | 10.7 | -12.9 | -4.4 | 1.8 | 3.5
[43] O=C(COC(=O)c1cccc(S(=O)(=O)N2CCCC2)c1)Nc1cccc(Br)c1
    11.5 | -9.8 | 10.4 | -35.0 | -0.9 | -4.2 | 4.3 | -17.6 | 3.7 | 2.0 | 11.5

Three compounds out of the list above, arranged by their value in CF NFkB inh, lowest first.
| # | Compound | Shn3 inh set2 | NR2F2 inh | LMP1 NFkB inh | CF NFkB inh | TWEAK-Fn14 inh | NCOA1 inh | NCOA3 inh | NR5A2 inv ag |
| --- | --- | --- | --- | --- | --- | --- | --- | --- | --- |
| 43 | O=C(COC(=O)c1cccc(S(=O)(=O)N2CCCC2)c1)Nc1cccc(Br)c1 | -9.8 | 10.4 | -35.0 | -0.9 | -4.2 | 4.3 | 3.7 | 2.0 |
| 37 | CN(C)S(=O)(=O)N1CCN(S(=O)(=O)c2ccc(F)cc2)CC1 | 3.2 | 13.0 | -3.4 | 0.6 | 10.1 | -3.3 | 16.4 | 5.0 |
| 32 | CCOC(=O)c1ccc2c(c1)n(CC)c(/C=C/Nc1ccccc1)[n+]2CC | -34.3 | -3.4 | 0.9 | 14.0 | -5.0 | 14.0 | 20.7 | -13.9 |
